# Casp6 inh = caspase-6 (human) enzyme inhibition; P55212; purified caspase-6, Z-VEID-R110 cleavage fluorescence; inhibition, % at 12.5 µM; 0.53% of 350,000 active; AID 686996;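 active = mean inhibition across replicates at least about 35%, with every replicate also reaching that limit, limit read from the data; inconclusive = only one of the two criteria met; inactive = neither criterion met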;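 also: 0% = median of neutral control wells and 100% = no fluorescence left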
# Target sequence (P55212 24-179 limits assumed): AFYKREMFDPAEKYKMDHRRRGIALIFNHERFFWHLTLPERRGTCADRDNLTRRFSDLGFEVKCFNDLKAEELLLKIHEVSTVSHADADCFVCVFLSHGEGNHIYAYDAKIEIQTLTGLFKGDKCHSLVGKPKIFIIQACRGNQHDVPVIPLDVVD
# Target sequence (P55212 194-293 limits assumed): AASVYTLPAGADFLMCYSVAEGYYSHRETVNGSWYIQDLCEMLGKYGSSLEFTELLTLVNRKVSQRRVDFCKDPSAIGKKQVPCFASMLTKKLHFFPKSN
# DENV2 CPE rescue = inhibitors of DENV2 cytopathic effect; DENV2-infected cells, cytopathic effect rescue, plate reader; CPE inhibition, % at 9.99 µM; 1.7% of 350,000 active; AID 651640; in the data active = CPE inhibition above about 20%, passing the limit was not always enough; inconclusive = no clear call, values can overlap the other calls; tested in BHK-21 cells;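 also: 0% = median of neutral control wells and 100% = median of positive control wells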
# XiGFP reactiv = activators of X-chromosome reactivation in mouse fibroblasts; XiGFP mouse fibroblasts, % GFP-positive cells imaging, 3 d; cells co-treated with 5-aza-dC sensitizer; scaled so ellipticine positive control = 100%; activation, % at 7.58 µM; 0.055% of 360,000 active; AID 743238;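 active = mean normalized replicate activation at least 10% and every replicate at or above 10%; inconclusive = only one of the two criteria met; inactive = mean below 10% and not all replicates reach 10%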;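 also: 0% = median of on-plate neutral control wells and 100% = ellipticine 6 µM median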
#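 Material: XiGFP fibroblasts, SV40-immortalized; Buffer or medium: DMEM containing 5-aza-dC; Compound dosing: single point; Times: 3 days compound exposure.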
# RAD54 branch = blocks human RAD54 Holliday junction branch migration | Q92698 | FAM/BHQ fluorescence | inhibition, % at 10.4 µM | 0.14% of 360,000 active | AID 602329;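 active = mean normalized replicate activity at least 40 and at least half of replicates scoring 40 or more; inconclusive = only one of the two criteria met; inactive = mean below 40 and under half of replicates reaching 40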;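 also: 0% = median of neutral control wells and 100% = median of positive control wells; inhibitors cause a drop in the FAM fluorescence signal; in these data hits start at about 50%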
# Target sequence (Q92698 whole entry, looked up): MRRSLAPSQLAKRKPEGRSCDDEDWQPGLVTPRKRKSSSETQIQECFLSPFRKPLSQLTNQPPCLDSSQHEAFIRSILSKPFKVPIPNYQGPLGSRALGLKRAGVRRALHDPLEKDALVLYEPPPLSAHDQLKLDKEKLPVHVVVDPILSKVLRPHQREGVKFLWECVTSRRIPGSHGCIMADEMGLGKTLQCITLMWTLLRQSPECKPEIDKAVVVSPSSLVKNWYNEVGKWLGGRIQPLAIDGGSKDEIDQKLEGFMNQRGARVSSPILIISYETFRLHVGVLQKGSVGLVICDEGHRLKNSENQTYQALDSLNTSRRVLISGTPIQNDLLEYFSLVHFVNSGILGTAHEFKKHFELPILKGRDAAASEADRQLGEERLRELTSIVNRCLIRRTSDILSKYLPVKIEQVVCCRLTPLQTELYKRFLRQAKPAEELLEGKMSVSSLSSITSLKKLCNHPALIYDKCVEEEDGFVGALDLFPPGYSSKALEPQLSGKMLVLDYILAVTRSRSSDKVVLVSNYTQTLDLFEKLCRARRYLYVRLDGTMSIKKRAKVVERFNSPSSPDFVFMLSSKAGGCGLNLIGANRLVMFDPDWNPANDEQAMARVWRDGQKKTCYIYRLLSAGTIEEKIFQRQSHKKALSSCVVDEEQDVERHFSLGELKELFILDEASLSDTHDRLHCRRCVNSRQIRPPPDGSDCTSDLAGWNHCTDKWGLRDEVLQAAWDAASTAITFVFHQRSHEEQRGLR
# CFTR F508del cor = correctors of CFTR F508del function in bronchial epithelial cells | CFBE cells, YFP halide quenching; stimulated with forskolin plus potentiator P3; % fluorescence drop versus neutral controls | activity (quench increase), % at 7.58 µM | 0.36% of 350,000 active | AID 720511;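 active = mean added fluorescence quench of at least 8% versus neutral control, with both replicates also reaching 8%; inconclusive = only one of the mean or replicate conditions met; inactive = mean below 8% and not both replicates reaching 8%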;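 also: cells transiently co-express mutant CFTR-F508del with the halide-sensitive YFP; corrector assay measuring rescue of mutant channel to the surface after 24 h compound exposure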
# RAD52 anneal inh = inhibitors of human RAD52 DNA annealing; recombinant RAD52 DNA annealing, FRET fluorescence; P43351; AID 651710; 0.46% of 360,000 active; inhibition, % at 18.7 µM;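 active = every replicate showing at least 50% inhibition; inconclusive = mean inhibition at least 50% but not in every replicate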
# E-sel inducer = E-selectin induction on HUVECs; AID 686992; activation, % at 7.58 µM; HUVEC E-selectin immunofluorescence imaging; normalized: neutral wells 0, TNF-alpha wells 100; P16581; 0.37% of 260,000 active;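 active = mean E-selectin-positive cell signal at least 10% of the positive control, reached in at least 60% of replicates, without over 20% cell loss; inconclusive = no rule given, readout overlaps actives, possibly toxicity-flagged; inactive = the rest, including those meeting only one limit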;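 also: in these data hits start at about 27%; measured in HUVEC primary endothelial cells; signal is the percent of cells scored E-selectin positive by PE staining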
#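 Assay system: HUVEC primary endothelial cells. Input: 3,000 HUVEC seeded per well. Doses: one compound dose added by pin transfer. Read-out basis: % PE-positive cells. Benchmarks: TNF-alpha high, DMSO low. Detection: immunofluorescence imaging. Buffer or medium: EGM-2, gelatin.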
# GSIS activator = primary screen for activators of insulin secretion dependent on glucose, INS-1E cells, GLuc reporter luminescence; 0.61% of 370,000 active; activation, % at 16.6 µM; INS-1E GLuc reporter insulin secretion, 2-3 h;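 active = lowest replicate activation of at least 40%, so every replicate reaches that level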;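 also: 0% = median of neutral control wells and 100% = median of IBMX positive control wells; some compounds called inactive have numbers as strong as hits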
# Numbers without * were called inactive; ? = inconclusive; / = not tested or not shown; & = joins results of further samples. Hits appear at their usual frequency. About 3.7% of those tested had a hit in this group.
Molecule	XiGFP reactiv	GSIS activator	Casp6 inh	RAD52 anneal inh	DENV2 CPE rescue	E-sel inducer	RAD54 branch	CFTR F508del cor
CC=Cc1ccc2n(c1=O)C[C@H]1[C@H](CO)[C@@H](C(=O)N3CCCCC3)[C@@H]2N1Cc1ccccn1 (mixture of isomers)	0.0	3	/	-9	4	-0.2	-2	/
COCc1cccc(-c2csc(C(NC(C)=O)c3cccc(OC)c3)n2)c1 (stereo not drawn)	-0.1	-39	1	-10	5	/	5	0.5
CO[C@H]1CN(C)C(=O)c2ccc(NC(=O)Nc3cccc(Cl)c3)cc2OC[C@@H](C)N(C(=O)Nc2c(C)noc2C)C[C@H]1C	0.0	-14	-1	1	0	0.1	-1	0.9
CNC[C@@H]1OCCCC[C@H](C)Oc2ccc(NC(=O)Nc3ccc(C(F)(F)F)cc3)cc2C(=O)N([C@H](C)CO)C[C@@H]1C	-0.8	9	/	/	/	-0.1	14	0.5
CC(=O)Nc1cc(C(=O)OCc2cccc([N+](=O)[O-])c2)ccc1C	0.2	6	-1	-5	-8	/	/	2.1
O=C(COc1ccccc1[N+](=O)[O-])N(Cc1ccco1)C1CCS(=O)(=O)C1 (stereo not drawn)	0.0	0	0	-5	-6	/	2	2.3
C[C@H](CO)N1C[C@H](C)[C@H](CN(C)C(=O)CC2CC2)Oc2ncc(C#CCC3CCCC3)cc2C1=O	-0.7	-12	4	8	8	0.1	-8	0.9
CCOC(=O)C1CCN(S(=O)(=O)c2cccc(-c3cn4cc(C)ccc4n3)c2)CC1	/	-33	-3	-22	/	/	2	/
O=C(Cc1ccc(N2CCNC2=O)cc1)N1CCCC(Nc2cccc(F)c2)C1 (stereo not drawn)	0.6	/	-1	-11	12	/	-18	1.1
Cc1ccccc1C(=O)NC(=S)NCc1ccccc1	0.1	16	0	-5	2	0.7	4	-3.0
COC(=O)CN1C(=S)N(c2ccc(F)cc2)C(=O)C1CC(=O)Nc1ccc(F)cc1 (stereo not drawn)	0.0	-30	0	1	3	/	0	-0.6
O=C(Nc1cccc(F)c1)NC1CCCCCCC1	0.4	-49	-3	-12	1	0.7	-17	-2.4
COc1cc(NS(=O)(=O)c2ccc(NC(=O)/C(=C\c3ccccc3OC)NC(=O)c3ccccc3)cc2)nc(OC)n1	/	5	-3	-8	4	/	0	-1.1
O=C(CN1CCOCC1)N1CCCCN2[C@H](CO)[C@@H](c3ccc(Br)cc3)[C@H]2C1	0.0	9	/	/	/	0.1	-6	-3.6
Cc1cc(NC(=O)CSc2sc3c(O)cc(=O)[nH]c3c2C#N)ccc1Br	0.0	8	9	-38	-4	-0.3	/	-1.6
CNC(=O)C[C@H]1CC[C@@H]2[C@H](COc3ccc(NC(=O)c4ccccc4F)cc3C(=O)N2C)O1	0.1	2	/	/	0	0.4	6	0.7
C[C@H](CO)N1C[C@H](C)[C@H](CN(C)S(=O)(=O)c2ccc(C#N)cc2)Oc2ncc(C#Cc3ccccc3)cc2C1=O	-2.0	-33	1	24	17	0.1	-2	0.8
CCOC(=O)N1CCc2c(sc(N)c2C#N)C1	0.4	-5	5	-45	1	0.2	/	-1.0
CC(C)c1[nH]nc2c1C(c1ccc(F)cc1)NC2=O (stereo not drawn)	1.2	25	0	-3	-11	0.0	/	-1.1
CC1Cc2ccccc2N1c1ncnc(N)c1[N+](=O)[O-] (stereo not drawn)	-0.1	-16	12	-14	0	/	/	-8.2
CSc1ccc(C2=C/C(=C3/SC(=S)NC3=O)c3ccccc3O2)cc1	0.0	-6	-5	-12	0	0.5	-5	-2.1
COc1cccc(C2=NOC(C(=O)Nc3cccnc3Cl)C2)c1 (stereo not drawn)	0.0	3	2	0	8	/	/	0.7
O=C(Nc1cccc2ccccc12)NC(Cc1ccccc1)C(=O)O (stereo not drawn)	0.1	4	0	-4	-7	-0.2	1	-3.3
c1ccc(CCC2=NCCn3cccc32)cc1	0.0	/	1	-23	-6	/	-5	2.4
CO[C@H]1CC[C@H]2CCOc3ccc(C#N)cc3C(=O)N(C)C[C@@H](C)C(=O)N(C)C[C@H]1O2	0.2	9	10	-6	4	-0.1	2	/

# Later entries
Molecule	XiGFP reactiv	GSIS activator	Casp6 inh	RAD52 anneal inh	DENV2 CPE rescue	E-sel inducer	RAD54 branch	CFTR F508del cor
CCC(C)Nc1nc(N)c([N+](=O)[O-])c(Nc2cc(OC)ccc2OC)n1 (stereo not drawn)	0.3	7	1	-1	-2	9.0	-1	1.3
O=C(CC(F)(F)F)N1C[C@H]2[C@@H](c3ccccc31)[C@H](CO)N2Cc1cccnc1	0.0	-2	4	-36	9	0.1	7	-1.2
Cc1noc(C)c1NC(=O)Nc1ccc2c(c1)C(=O)N([C@H](C)CO)C[C@H](C)[C@@H](CN(C)S(=O)(=O)c1ccccc1)OCCCC[C@@H](C)O2	0.2	7	-1	9	-5	0.0	2	-0.2
COc1ccccc1NC(=O)c1c(O)c2ccccc2[nH]c1=O	-0.1	-3	-2	-11	6	1.0	/	0.7
C/C=C/c1ccc2c(c1)O[C@H](CN(C)C(=O)CN1CCOCC1)[C@@H](C)CN([C@H](C)CO)S2(=O)=O	1.1	5	12	-3	-5	0.6	-7	-0.7
C[C@@H]1CN([C@H](C)CO)C(=O)Cc2cc(NS(C)(=O)=O)ccc2O[C@H]1CN(C)C(=O)Nc1ccc2c(c1)OCO2	0.1	4	-6	16	-10	-3.1	4	-4.5
COCCNC(=S)N(CCc1c(C)[nH]c2ccc(C)cc12)Cc1cccnc1	0.0	-3	-3	-9	-1	/	-3	3.0
C[C@H]1CN([C@@H](C)CO)C(=O)Cc2cc(NS(C)(=O)=O)ccc2O[C@@H]1CN(C)Cc1ccc(C(=O)O)cc1	0.9	19	0	7	?	-4.6	-4	0.7
CC1=CC(=O)C2=C(C)CC[C@@H]3[C@H](OC(=O)[C@H]3C)[C@@H]12	0.0	-6	-1	8	13	/	4	6.8
CNS(=O)(=O)c1ccc2c(c1)oc(=O)c1cc(S(=O)(=O)NC)ccc12	-0.1	2	6	-5	0	/	/	-1.0
CC1=CC(C)(C)N2C(=O)C(=Nc3ccc(O)cc3)c3cccc1c32	0.1	-11	4	8	3	0.7	/	-2.7
COc1ccccc1NC(C)=[N+](C)CCNS(=O)(=O)c1ccc(Cl)cc1	0.1	31	-3	-7	-4	1.9	-2	-2.1
CO/N=C(\N)c1ccc([N+](=O)[O-])cc1	0.0	-2	-5	-5	-2	/	/	-2.4
Cc1noc(C)c1NC(=O)N(C)C[C@H]1Oc2ccc(NC(=O)Nc3ccc(C(F)(F)F)cc3)cc2CC(=O)N([C@@H](C)CO)C[C@H]1C	0.3	7	-1	-7	4	-4.7	-10	1.1
COc1ccc(CN(C)C[C@@H]2Oc3c(NC(=O)Nc4cccc5ccccc45)cccc3C(=O)N([C@@H](C)CO)C[C@@H]2C)cc1	-0.1	3	6	0	-9	-0.1	-5	-4.4
COCC#Cc1ccc([C@@H]2[C@@H](CO)N3C(=O)CN(C(=O)C4CCCC4)C[C@@H]23)cc1	0.2	12	2	-17	-8	0.2	/	4.7
O=C(C[C@H]1CC[C@H](NS(=O)(=O)c2ccccc2)[C@H](CO)O1)NCc1ccncn1	-0.1	25	-2	-12	11	-0.1	-2	3.6
C[C@H]1CN([C@@H](C)CO)C(=O)c2cc(NC(=O)Nc3ccc4c(c3)OCO4)ccc2O[C@H]1CN(C)S(=O)(=O)c1cn(C)cn1	0.2	10	-2	-2	11	0.0	-8	-3.7
C[C@@H]1CN([C@@H](C)CO)C(=O)Cc2cc(N(C)C)ccc2O[C@@H]1CN(C)Cc1ccccc1	0.6	-3	35*	-8	4	0.2	-1	10*
Cc1c(NC(=O)c2c(N)sc3c2CCCC3)c(=O)n(-c2ccccc2)n1C	0.4	3	0	-11	4	1.6	/	3.1
Cc1cccc(S(=O)(=O)N2C[C@@H](O)COC[C@@H]3O[C@@H](CC(=O)NCCCN4CCOCC4)CC[C@H]32)c1	-0.1	-6	-3	5	-12	0.0	3	1.4
CC[N+](CC)(CC(=O)Nc1c(C)cccc1C)Cc1ccccc1	-0.1	/	4	-6	6	-1.8	8	-4.2
CCNS(=O)(=O)c1ccc(CCC(=O)N2CCN(Cc3ccccc3)CC2)cc1	0.0	-1	-2	-9	5	0.7	6	1.8
COc1cccc(NC(=O)c2nc3nc(C)cc(C(F)F)n3n2)c1	0.3	22	2	-12	-3	1.1	1	-1.6
Cn1cnc(S(=O)(=O)N2CC[C@H]3[C@H](CO)Nc4ccc(-c5cccc(F)c5)cc4[C@H]32)c1	0.0	-18	-1	-20	16	-0.5	-4	1.5

# Later entries
Molecule	XiGFP reactiv	GSIS activator	Casp6 inh	RAD52 anneal inh	DENV2 CPE rescue	E-sel inducer	RAD54 branch	CFTR F508del cor
COCCCNC(=O)CN(c1cc(Cl)ccc1OC)S(=O)(=O)c1ccc(C)c([N+](=O)[O-])c1	0.0	-7	-3	-5	13	/	/	0.9
C[C@H]1CCCCO[C@@H](CN(C)S(=O)(=O)c2ccc(F)cc2)[C@@H](C)CN([C@@H](C)CO)C(=O)c2cc(NS(=O)(=O)c3ccc(F)cc3)ccc2O1	0.0	-15	/	/	2	0.1	-6	-1.3
CCCOC(=O)Cn1cnc2scc(-c3ccc(OC)cc3)c2c1=O	0.0	-9	0	-20	-5	/	13	1.5
O=C(O)c1ccc(S(=O)(=O)c2ccc3c(c2)C(=O)N(NC(=O)c2ccncc2)C3=O)cc1	-0.1	13	3	-11	7	/	-3	0.0
CC1=CC(=NOS(=O)(=O)c2ccc(C)cc2)CC(C)(C)C1	0.1	-9	2	13	-4	0.4	/	1.9
O=C(COC(=O)Cc1ccc(Cl)cc1)Nc1cc(S(=O)(=O)N2CCOCC2)ccc1N1CCCC1	-0.2	3	-1	-27	-4	2.6	/	/
COCC(=O)N(C[C@@H]1N[C@@H](CO)[C@@H]1c1ccc(C2=CCCCC2)cc1)C(C)C	0.2	1	-1	-12	0	0.1	1	-4.7
COc1ccccc1OCCNC(=O)CCNC(=O)c1ccccc1OC	0.0	4	-52	-21	1	-0.2	-14	24*
CSc1ccc(/C=N/Nc2nc(C)cc(=O)[nH]2)cc1	0.4	-4	2	-5	2	/	1	-1.6
C[C@@H]1CCCCO[C@@H](CN(C)CC2CCCCC2)[C@@H](C)CN([C@@H](C)CO)C(=O)c2cc(NC(=O)Nc3ccccc3)ccc2O1	0.1	-4	0	18	-10	-0.1	12	-0.8
CC(=O)N(C)C[C@H]1Oc2cc(-c3ccccc3C)ccc2S(=O)(=O)N([C@H](C)CO)C[C@@H]1C	-2.0	10	1	-7	2	0.1	-1	0.6
C[C@@H]1CCCCO[C@@H](CN(C)Cc2ccc3c(c2)OCO3)[C@@H](C)CN([C@H](C)CO)C(=O)c2cc(NS(=O)(=O)c3ccccc3)ccc2O1	0.0	-5&-5	4&0	-30&6	-1&-5	-0.1	2&-7	-0.9&2.8
CSc1ccc(/C=N/NC(=O)c2ccc(O)cc2)cc1	0.0	12	-5	-2	-10	/	/	0.1
COc1cccc(N2CCN(C(=O)c3c(C)nn(-c4ccccc4)c3C)CC2)c1	0.1	-5	/	-17	7	0.1	7	-0.6
COCC(=O)N1[C@H](CO)[C@@H](c2ccccc2)[C@@H]1CN(C)C(=O)c1cccnc1	0.3	13	0	-11	14	0.1	3	-1.7

# Compound activity from PubChem.
